Assay outcomes deposited in PubChem by Sanford-Burnham Center for Chemical Genomics.
SENP1 inh = SENP1 (human) catalytic domain inhibition. Q9P0U3. recombinant SENP1 catalytic domain, CyPet-SUMO1-YPet FRET cleavage. inhibition, % at 10 µM. hit rate 0.21% among 360,000;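 active means inhibition at least 30% at 10 µM, raw YFP signal under a set limit, fluorescence ratio 0.5 to 1.5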;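 further: 0% = enzyme with DMSO and 100% = no enzyme wells; some results filed as inactive read as strong as hits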
Target sequence (Q9P0U3 419-644 limits assumed): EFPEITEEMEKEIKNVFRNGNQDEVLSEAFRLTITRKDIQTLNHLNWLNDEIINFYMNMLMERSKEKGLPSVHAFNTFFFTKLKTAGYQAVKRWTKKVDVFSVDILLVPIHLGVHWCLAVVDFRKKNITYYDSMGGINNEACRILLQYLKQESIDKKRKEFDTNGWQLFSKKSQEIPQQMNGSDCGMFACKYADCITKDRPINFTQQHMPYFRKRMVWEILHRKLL
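Material: hSENP1 catalytic domain, recombinant; medium: Tris pH 8 with BME, BSA, NP40 and catalase; compound: single concentration of 10 µM compound, 0.5% DMSO final; technique: FRET read of cyan and yellow fluorescence; timing: 50 min enzyme reaction, room temperature, light-protected; reagent: SFCypet-SUMO1-SFYpet substrate at 25 nM; control set: no-enzyme low, enzyme-DMSO high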
HKDC1 inhibitor = HKDC1 (human) hexokinase inhibition | recombinant HKDC1, G6PDH/diaphorase resazurin coupled fluorescence | hit rate 0.16% among 340,000 | inhibition, % at 20 µM;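 active means inhibition above about 35% when tested at 20 µM, limit read from the data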;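 further: plate controls were DMSO wells with enzyme for no effect and DMSO wells lacking enzyme for full effect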
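Assay system – recombinant HKDC1 (HK5) hexokinase enzyme, produced in-house · Input – HKDC1 at 5 µg/mL · Reagent – glucose plus 1 mM ATP as hexokinase substrates · Timing – 90 min reaction incubation at room temperature, dark · Measured by – G6PDH/diaphorase-coupled fluorescence, 1 mM NADP, 100 µM resazurin, 525/613 nm · Benchmarks – DMSO-enzyme wells negative, buffer-substituted wells positive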
SENP7 block = blocks the human protease SENP7 | Q9BQF6 | recombinant SENP7, Z-RLRGG-aminoluciferin luminescence, 40 min | inhibition, % at 5 µM | hit rate 1.5% among 330,000;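 active means inhibition above about 50% at the single test dose, limit read from the data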;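 further: plate controls were DMSO with enzyme for no effect and no enzyme buffer wells for full effect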
Target sequence (Q9BQF6 706-1050 limits assumed): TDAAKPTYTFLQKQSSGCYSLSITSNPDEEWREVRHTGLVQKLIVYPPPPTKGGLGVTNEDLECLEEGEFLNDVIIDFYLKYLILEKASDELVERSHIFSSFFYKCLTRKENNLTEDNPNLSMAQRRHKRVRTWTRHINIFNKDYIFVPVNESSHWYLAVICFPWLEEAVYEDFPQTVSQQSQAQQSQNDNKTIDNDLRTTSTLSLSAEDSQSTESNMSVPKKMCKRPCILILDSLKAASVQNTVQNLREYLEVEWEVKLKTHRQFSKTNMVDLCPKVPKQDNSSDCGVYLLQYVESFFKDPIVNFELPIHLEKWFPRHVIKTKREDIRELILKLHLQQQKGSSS
PfGluPho inh = PfG6PD (Plasmodium falciparum) enzyme inhibition. PfGluPho enzyme, NADPH resazurin-diaphorase fluorescence. inhibition, % at 20 µM. hit rate 0.78% among 350,000. AID 504690;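 active means inhibition reaching at least a set limit at 20 µM in the primary screen, cut at about 59% in these data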;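 further: 0% = DMSO wells with substrate and 100% = DMSO wells lacking glucose-6-phosphate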
SENP8 block-1 = blocks human SENP8 cleavage of Nedd8 substrate; Q96LD8; recombinant SENP8, Nedd8 substrate fluorescence; inhibition, % at 20 µM; hit rate 0.64% among 360,000; AID 602440; in the data active means inhibition mostly above about 40%, no sharp cut-off; inactive means mostly below about 27%
Target sequence (Q96LD8 whole entry, looked up): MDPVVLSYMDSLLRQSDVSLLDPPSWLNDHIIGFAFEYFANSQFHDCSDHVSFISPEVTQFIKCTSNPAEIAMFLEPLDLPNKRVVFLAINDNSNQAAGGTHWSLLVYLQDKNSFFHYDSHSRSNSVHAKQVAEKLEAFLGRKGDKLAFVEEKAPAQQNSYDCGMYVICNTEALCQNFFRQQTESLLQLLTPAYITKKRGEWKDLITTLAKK
SENP8 block-2 = inhibitors of human SENP8 protease. hit rate 1.2% among 330,000. purified SENP8, Z-RLRGG-aminoluciferin cleavage, luminescence. AID 2540. Q96LD8. inhibition, % at 10 µM; in the data active means inhibition above about 50%
Apaf1 inhib = blocks human Apaf-1 apoptosome activity | hit rate 0.71% among 330,000 | inhibition, % at 20 µM | reconstituted apoptosome caspase-3 activity, DEVD-Rh110 fluorescence | O14727; active means inhibition of at least 40% at 20 µM;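 further: plate controls were DMSO wells for no effect and DEVD-CHO caspase inhibitor wells for full effect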
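Material: reconstituted apoptosome with Apaf-1, cytochrome c, caspase-9, procaspase-3, dATP / Buffer or medium: pH 7.5 Hepes buffer with CHAPS, BSA, DTT / Also added: cytochrome c with DEVD-Rh110 / Schedule: compound with Apaf-1, dATP, procaspase-3 30 min, then 50 min reaction, room temperature / Technique: rhodamine 110 fluorescence at Ex 480/Em 540 nm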
SENP6 inh = inhibitors of human SENP6 protease. Q9GZR1. inhibition, % at 10 µM. AID 2599. Recombinant SENP6 catalytic domain, aminoluciferin luminescence. hit rate 1.8% among 330,000;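 active means inhibition above about 50% at the single tested dose, limit read from the data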;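 further: plate controls were DMSO wells with enzyme for no effect and DMSO wells lacking enzyme for full effect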
* marks the source's active call; other numbers are inactive results; / = no result given.

Below each SMILES: SENP8 block-2	SENP7 block	HKDC1 inhibitor	Apaf1 inhib	SENP8 block-1	SENP1 inh	PfGluPho inh	SENP6 inh
- CCCCn1c(N)c(N(CCOC)C(=O)c2ccc(C)c(S(=O)(=O)N3CCOCC3)c2)c(=O)[nH]c1=O
    -2	0	0	-4	-6	0	-16	-7
- CCc1c(C)sc(NC(=O)c2cc(CC(C)C)on2)c1C#N
    -6	12	1	13	-2	0	15	-14
- O=C(N/N=C\C1CC=CCC1)c1ccc(Br)o1 (stereo not drawn)
    5	7	-3	3	7	1	16	-23
- O=C(CN1C(=O)NC2(CCCCCC2)C1=O)c1ccc2c(c1)OCCO2
    1	3	2	3	20	0	9	-6
- COc1ccc(/C=C/C(=O)O)cc1S(=O)(=O)NC1CCS(=O)(=O)C1 (stereo not drawn)
    5	4	-10	-7	-4	0	10	13
- CCSc1nc2ccccc2n1C(=O)/C=C\c1ccc(OC)c(OC)c1
    -9	-8	18	8	-8	-5	34	-7
- COc1cc(-c2noc(CCC(=O)Nc3cccnc3)n2)cc(OC)c1OC
    -2	-6	6	-3	7	0	1	-3
- CCCc1cc(=O)oc2cc(Oc3ncccn3)ccc12
    4	-5	-4	7	-166	-6	4	-4
- COc1ccc2cc(/C=N/NC(=O)c3ccc(CN(c4ccc(C)c(C)c4)S(C)(=O)=O)cc3)c(Cl)nc2c1
    6	-1	-6	5	-72	-16	0	12
- CCC(=O)n1nc(-c2cccnc2)nc1NCc1ccc(F)cc1
    -1	1	-4	-10	12	5	-3	-15
- Cc1cc(C)nc(NN=C2CCCC2)n1
    -11	-7	-2	-8	15	-2	-1	1
- Cc1ccc(NC(=O)COC(=O)[C@@H]2CC(O)CN2S(=O)(=O)c2ccc3c(c2)OCCO3)cc1 (stereo partly drawn)
    4	3	-4	1	14	0	8	-7
- O=S(=O)(NCCNS(=O)(=O)c1ccccc1)c1ccccc1
    -4	-5	5	-4	20	2	0	-2
- COCCCNc1oc(-c2ccccc2Cl)nc1C#N
    9	-1	2	-12	-395	3	1	-1
- CCC(=O)Nc1cccc2c1C(=O)N(C)C2=O
    -2	-8	1	-7	-323	-2	14	5
- Cn1c(N)nc2ccccc2c1=O
    1	3	-1	-6	-386	3	-7	4
- CC(C)NCc1nnc(-c2ccc(Cl)cc2)o1
    -2	-2	-5	0	2	0	5	-17
- COC(CNC(=O)c1cc(C(=O)c2c(-c3c(Cl)cccc3Cl)noc2C)c[nH]1)OC
    -7	-10	-6	9	-14	0	2	-12
- C[C@@H](O)C1NC(=O)[C@H](CCCCN)NC(=O)c2cc([N+](=O)[O-])cc(I)c2OCC[C@@H](C(N)=O)NC1=O (stereo partly drawn)
    -12	13	0	6	28	0	9	-9
- N#Cc1cc2c(nc1SCC(O)CS(=O)(=O)Cc1ccc(Cl)cc1)CCCC2 (stereo not drawn)
    -9	0	-3	19	-3	-7	3	-19
- CCOc1cc(-c2nc3cc(C)ccn3c2NCC2CCCO2)ccc1O (stereo not drawn)
    -16	-3	7	9	-343	-18	0	4
- O=C1OC(N2CCN(C(=O)c3ccco3)CC2)c2ccccc21 (stereo not drawn)
    5	-1	-5	-4	11	3	-8	0
- Cc1ccc(NS(=O)(=O)c2cc3[nH]c(=O)c(=O)[nH]c3cc2C)c(C)c1
    2	5	1	14	-166	1	-5	8
- NC(=O)C[n+]1cccc(/C=N/O)c1
    -2	3	3	3	17	7	-17	-2
- CCc1ccccc1NC(=O)N1CCC(NC(=O)C(Cc2ccc(OC)c(OC)c2)NC(C)=O)CC1 (stereo not drawn)
    -2	7	-4	-1	7	0	-3	13
- O=C(CCCCCCCC(=O)NCC1CCCO1)NCC1CCCO1 (stereo not drawn)
    -4	9	-5	1	9	0	-10	7
- CCCN(CCC)C(=O)CSc1nc2n[nH]c(C)c2c(=N)n1-c1ccc(OCC)cc1
    -12	4	5	31	17	1	13	-17
- Cc1ccc(S(=O)(=O)NC(=O)c2cccc(C)c2)cc1
    -6	-13	2	2	1	1	-15	-11
- COc1ccc2nc3c(cc2c1)c(NC(=O)CC(C)C)nn3CC(C)C
    0	-2	5	8	-280	-22	-17	5
- CCC(CCC(=O)NNC(=O)Cc1ccc([N+](=O)[O-])cc1)C(=O)O (stereo not drawn)
    6	1	-2	-20	18	4	8	6
- CC(=O)c1ccc(N2CCN(c3ncccn3)CC2)c([N+](=O)[O-])c1
    -8	-10	-5	10	13	1	10	-46
- O=C(N[C@@H](Cc1ccccc1)C(=O)O)c1c(F)c(F)c(F)c(F)c1F
    3	0	1	2	15	3	-16	1
- CCN(CC)c1ccc(NC(=O)c2ccc(Cl)nc2)cc1
    -16	-4	0	-6	24	0	32	-10
- Cn1nnnc1SCC(=O)N1CCN(c2ccc(Cl)cc2)CC1
    -4	-6	5	11	14	2	6	-4
- CCOCCCNC(=O)c1ccccc1Br
    7	4	-4	3	2	0	-3	-13
- CCCCOC(=O)c1ccc(NC(=O)c2ccc(F)cc2F)cc1
    2	-4	-3	6	17	3	3	-1
- Cc1cccc(NC(=O)[C@H](Cc2ccccc2)NC(=O)OCc2ccccc2)c1
    -15	-2	-9	9	7	3	-10	-14
- Cc1ccc(F)c(Oc2cc(NN3CCCCC3)c([N+](=O)[O-])cc2[N+](=O)[O-])c1
    0	5	0	14	32	3	-19	6
- O=C(CCn1cccc1)NCc1ccccc1
    5	0	-2	5	23	0	-9	-6
- CCCN1CCN(C(=O)c2cc(COc3ccc(F)cc3F)on2)CC1
    0	9	9	5	-15	0	-22	2
- COc1ccccc1CNC(=O)CN(C)CC(=O)Nc1ccc(F)c(F)c1F
    -7	-12	3	1	3	1	-1	-6
- COc1ccc(-c2cc(=O)c3cc(F)ccc3[nH]2)cc1
    -4	6	0	1	-353	-2	21	-1
- c1ccc(-c2nnsc2-c2nc3ccccc3[nH]2)cc1
    0	-6	-2	-5	-114	1	-6	9
- CCOc1ccc(C(=O)NC(=S)Nc2cccc(S(=O)(=O)NC3=NCCC3)c2)cc1
    3	-2	1	-9	12	-1	13	-11
- CCC1=C(OC(=O)N(CC)CC)N2C(=O)OC(=NCCc3c[nH]c4ccccc34)[C@]2(Cc2ccccc2)[C@H]2C1=CC[C@H]1C(=O)NC(=O)[C@H]12
    -1	3	0	-40	12	-2	15	-7
- COc1cc(/C=C2\C(=N)N3N=C(S(C)(=O)=O)SC3=NC2=O)ccc1OS(=O)(=O)c1ccccc1
    2	7	/	-3	/	/	/	6
- CC(C)[C@H](NC(=O)N1CCn2c1nc1ccccc12)C(=O)N[C@H](Cc1ccccc1)C(=O)O
    3	6	-3	-5	-2	3	-11	-2
- CC1(NC(=S)NCCO)CCS(=O)(=O)C1 (stereo not drawn)
    4	-5	2	-5	16	0	12	17
- CCN(C(=O)CCS(=O)(=O)c1cccc2nonc12)c1ccc(C)c(C)c1
    14	2	-6	13	4	2	9	30
- COc1ccccc1CCC(=O)OCC(=O)N1CCN(S(=O)(=O)c2ccc(C)cc2C)CC1
    -3	1	-3	19	1	0	17	-9
- c1ccc(Cn2cc(-c3ccccc3)cn2)cc1
    -7	6	0	8	3	5	-10	-8
- COc1ccccc1NC(=O)COc1ccc(C(F)(F)F)cc1[N+](=O)[O-]
    -1	1	-5	10	15	1	-4	-7
- Clc1cccc(NCc2nnc(SCc3ccccc3)o2)c1
    -12	-3	2	9	16	1	11	-14
- COP(=O)(OC)C(Nc1ccc(C)cc1)c1ccc(Br)cc1 (stereo not drawn)
    /	/	-4	/	18	-6	4	/
- CCN(CC)S(=O)(=O)c1ccc(N2CCOCC2)c(NS(=O)(=O)c2ccc(C)cc2)c1
    -4	6	-13	8	9	2	2	-10
- C=CCSc1n[nH]c(-c2ccc(OCCC)cc2)n1
    -9	-3	-1	0	2	-1	-5	18
- Cc1ccc(S(=O)(=O)N2CCCCC2)cc1NC(=O)C1CCC1
    -1	-7	-2	-6	13	1	9	-12
- CC(Oc1ccc(Cl)cc1Cl)C(=O)NCCCN(C)C (stereo not drawn)
    -4	14	-9	-6	14	1	7	3
- CN(C)c1nc(Nc2ccc(F)cc2)nc(Oc2ccc(F)cc2)n1
    5	-2	6	17	6	-1	17	-12
- CCOC(=O)C(CSCC(=O)c1ccc(Cl)cc1Cl)NC(=O)OC(C)(C)C (stereo not drawn)
    -17	-24	-1	31	19	2	14	2

Next part; it opens with the 2 that closed the last part.
Below each SMILES: SENP8 block-2	SENP7 block	HKDC1 inhibitor	Apaf1 inhib	SENP8 block-1	SENP1 inh	PfGluPho inh	SENP6 inh
- CN(C)c1nc(Nc2ccc(F)cc2)nc(Oc2ccc(F)cc2)n1
    5	-2	6	17	6	-1	17	-12
- CCOC(=O)C(CSCC(=O)c1ccc(Cl)cc1Cl)NC(=O)OC(C)(C)C (stereo not drawn)
    -17	-24	-1	31	19	2	14	2
- CC(C)NC(=O)c1ccc2c(c1)N(CC(=O)NC1CCCCC1)C(=O)C(C)(C)O2
    6	3	-5	-6	5	1	-5	9
- CCc1cc2c(=O)n(CC)c(SC(C)C(=O)Nc3c(C)n(C)n(-c4ccccc4)c3=O)nc2s1 (stereo not drawn)
    2	5	2	2	22	1	-4	4
- COc1ccc(NC(=O)c2sc(SCc3ccccc3)nc2N)cc1
    1	15	0	7	16	-2	-16	14
- CN(C)c1nc(SCc2ccccc2Cl)nc2c1CCCC2
    -1	-2	1	10	9	0	-4	-7
- NC(=O)c1c(NC(=O)c2ccncc2)sc2c1CCCCCC2
    5	5	-2	-3	1	0	14	10
- Cc1onc(-c2ccccc2Cl)c1C(=O)N1CCN(C)CC1
    -1	-4	-5	5	12	0	-2	-18
